# NPY1 pot ag: potentiators or agonists of human neuropeptide Y receptor Y1; activation, % at 3.6 µM; 0.37% of 220,000 active; NPY-Y1 expressing cells, potentiator/agonist activation; P25929; AID 1304; in the data active means activation above about 33%, passing the limit was not always enough;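 further: cells stimulated with NPY at EC10 then isoproterenol at EC100; 0% = low agonist plus stimulus and 100% = saturating agonist plus stimulus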
# Target sequence (P25929 whole entry, looked up): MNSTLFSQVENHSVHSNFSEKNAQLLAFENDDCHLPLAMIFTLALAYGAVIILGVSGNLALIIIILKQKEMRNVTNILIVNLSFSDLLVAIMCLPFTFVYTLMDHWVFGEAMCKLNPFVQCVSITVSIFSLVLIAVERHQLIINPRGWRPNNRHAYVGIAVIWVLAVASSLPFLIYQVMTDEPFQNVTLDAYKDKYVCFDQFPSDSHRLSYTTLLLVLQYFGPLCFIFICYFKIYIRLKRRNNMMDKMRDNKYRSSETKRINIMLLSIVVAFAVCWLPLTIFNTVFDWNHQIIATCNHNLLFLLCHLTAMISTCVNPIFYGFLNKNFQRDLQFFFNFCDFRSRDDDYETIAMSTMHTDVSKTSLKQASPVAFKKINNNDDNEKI
# PPC-1+TRAIL kill: compounds killing PPC-1 cancer cells with TRAIL present (potentiator screen, no TRAIL-free arm); PPC-1 cells + TRAIL, ATPLite viability luminescence; cell killing (% activity), % at 4 µM; 0.41% of 220,000 active;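 active means cell killing above 50% in the first pass at 4 µM, then a duplicate retest at 5 µM averaging 50% or more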;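 further: plate controls were cells with TRAIL plus DMSO for no effect and medium-only wells lacking cells for full effect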
# CHOP inhibitor: blocks CHOP induction under ER stress; 3.8% of 220,000 active; inhibition, % at 10 µM; CHO-K1 CHOP-promoter luciferase, tunicamycin-induced, 15-18 h;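 active means compounds that reduced the stress-induced luciferase reporter signal by more than about 70% of percent inhibition, limit read from the data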;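 further: 0% = tunicamycin plus vehicle and 100% = wells without tunicamycin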
# EP2 modulator: modulates human prostaglandin E2 receptor EP2 signaling. P43116. EP2-expressing cells, cAMP HTRF FRET, PGE2 co-stimulation. induction, % at 25 µM. 0.83% of 260,000 active;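 active means compounds whose cAMP rise, as percent of the full-agonist control response, exceeds 60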;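 further: rat C6 glioma line stably carrying human EP2 under a CMV promoter; the protocol text gives 20 µM as final concentration; 100% = response of wells given 1 µM PGE2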
# Target sequence (P43116 whole entry, looked up): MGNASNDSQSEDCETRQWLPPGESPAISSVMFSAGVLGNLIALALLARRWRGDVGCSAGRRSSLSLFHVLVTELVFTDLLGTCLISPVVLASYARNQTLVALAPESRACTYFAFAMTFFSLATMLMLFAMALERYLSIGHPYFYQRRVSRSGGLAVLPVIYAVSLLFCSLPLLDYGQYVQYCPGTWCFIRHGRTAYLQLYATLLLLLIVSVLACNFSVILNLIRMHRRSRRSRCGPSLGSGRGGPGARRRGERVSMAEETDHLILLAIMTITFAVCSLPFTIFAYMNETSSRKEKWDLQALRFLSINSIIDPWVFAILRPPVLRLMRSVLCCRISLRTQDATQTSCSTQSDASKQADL
# 14-3-3 Bad inh: disrupts binding of bovine 14-3-3 zeta to phospho-Bad peptide | 0.71% of 220,000 active | TR-FRET 14-3-3zeta/Dy647-pBad peptide displacement, 1 h | inhibition, % at 21.7 µM;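 active means inhibition above about 70%, limit read from the data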;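 further: 0% = full 14-3-3 plus peptide FRET controls and 100% = background without 14-3-3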
# Target sequence (P63103 whole entry, looked up): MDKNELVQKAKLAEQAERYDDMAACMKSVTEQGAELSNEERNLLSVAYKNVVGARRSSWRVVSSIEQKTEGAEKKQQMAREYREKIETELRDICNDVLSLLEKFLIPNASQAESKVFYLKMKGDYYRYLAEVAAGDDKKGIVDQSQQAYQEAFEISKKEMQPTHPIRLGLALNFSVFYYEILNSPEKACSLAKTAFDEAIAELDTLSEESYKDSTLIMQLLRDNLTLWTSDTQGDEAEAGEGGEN
# TRPML3 ag: agonists of human TRPML3 channel; HEK293 TRPML3-YFP, Fluo-8 calcium fluorescence; 100% = the carbachol control signal; activation, % at 3 µM; 0.29% of 220,000 active;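 active means activation above its plate's cutoff, the mean activation of the plate's test wells plus 3 SD, cut at about 12% in these data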;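 further: 0% = DMSO only wells and 100% = carbachol wells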
#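 Material: TRPML3-YFP stable HEK293 cells | Dosing: One concentration, 3 µM nominal, 0.3% DMSO | Timing: 125 s total fluorescence read per well | Technique: Fluo-8 calcium dye fluorescence, ex 470-495, em 515-575 nm | Measure: Percent activation from peak-to-basal fluorescence ratio, scaled between DMSO and carbachol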
# PGE2 EP2 inh: blocks the human prostaglandin E2 receptor EP2 | 0.52% of 260,000 active | inhibition, % at 25 µM | P43116 | AID 1422 | C6 glioma cells expressing human EP2, cAMP TR-FRET; cells stimulated with saturating PGE2;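 active means percent inhibition above 40 after rounding to a whole number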;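 further: rat C6 glioma host cells with rolipram phosphodiesterase inhibitor present; the protocol text gives 20 µM as final concentration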
# NPY Y1 blocker: antagonists of human neuropeptide Y receptor Y1; inhibition, % at 3.6 µM; HEK293-CNG Y1 cells, membrane potential fluorescence; NPY at EC95, then isoproterenol; 1% of 200,000 active; P25929;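 active means inhibition above the campaign mean inhibition of all tested compounds plus 3 SD, cut at about 20% in these data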;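 further: 0% = DMSO wells given NPY plus isoproterenol and 100% = isoproterenol alone without NPY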
#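 Material: HEK293 cells co-expressing NPY Y1 receptor and cyclic-nucleotide gated channel. Timing: compound incubation 1 h at room temperature, readout 45 min post-stimulation. Signal: fluorescence, membrane potential probe.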
# zfTRPN1 agonist: agonists of zebrafish TRPN1 channel. HEK293 zebrafish TRPN1-YFP, Fluo-8 calcium fluorescence; 100% = response to 87 µM carbachol. activation, % at 3 µM. 0.18% of 220,000 active. AID 1424;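 active means activation above its plate's cutoff, the mean activation of test wells on that plate plus 3 SD, cut at about 19% in these data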;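 further: 0% = DMSO alone and 100% = 87 µM carbachol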
#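 Material: zebrafish TRPN1-YFP in HEK293 cells; Doses: single test compound dose, 3 µM nominal, 0.3% DMSO; Timing: dye loading 1 h at 37 °C, then 30 min room temperature; Technique: intracellular calcium fluorescence with Fluo-8; Benchmarks: high carbachol 87 µM, low DMSO alone.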
# Numbers without * were called inactive; · = not tested or not shown; & = joins results of further samples; [ ] = remark or other dose. Some of the compounds tested, so the mix of outcomes need not match the whole.
SMILES,NPY1 pot ag,PPC-1+TRAIL kill,CHOP inhibitor,EP2 modulator,14-3-3 Bad inh,TRPML3 ag,PGE2 EP2 inh,NPY Y1 blocker,zfTRPN1 agonist
COc1ccccc1NC(=O)C1=C(C)Nc2nc(CCCO)nn2C1c1ccc2c(c1)OCO2 (centres undefined),0,13,-8,16,9,0.0,14,4,-1.3
NC(=O)CSc1nnc(-c2ccc3c(c2)OCO3)o1,6,6,2,11,-5,0.8,6,2,0.4
Cc1nc(N)nc(N)c1/C=C/C(C)(C)c1ccc(Cl)cc1,-39,51*[5 µM],77*,-61,6,2.1,11,9,3.6
CC(C)c1nc2n[nH]c(N)c2c2c1CCCC2,13,5,43,1,-7,0.3,8,2,-0.1
CNC(=O)COc1ccc(Cl)c2cccnc12,1,7,32,-8,-5,0.4,11,-1,-0.4
COc1ccc(/C=N/NC(=O)c2ccc(N)cc2)cc1Cn1cc([N+](=O)[O-])cn1,5,0,-11,-35,-8,-0.8,7,2,-0.8
N#CCOc1nc(N2CCOCC2)nc(N2CCOCC2)n1,6,17,0,-5,-7[fluorescence artefact?],0.4,6,4,1.9
O=C(CSc1ccc(-c2ccco2)nn1)Nc1ccccc1,5,24,3,-40,-12,1.8,2,-2,-0.1
CN(C(=O)COC(=O)c1ccc2c(=O)n3c(nc2c1)CCC3)C1CCS(=O)(=O)C1 (centres undefined),11,13,37,34,4,0.8,10,-3,0.7
Oc1ccc(-c2[nH]ncc2-c2ccc(Cl)cc2)c(O)c1,12,-9,8,-29,0,1.5,7,-10,2.0
COc1ccc(-c2nsc3c(SCc4ccccc4)ncnc23)cc1,-6,8,1,30,0,0.8,7,-5,1.4
O=C(O)CN1CCN(c2ncc(C(F)(F)F)cc2Cl)CC1,7,7,15,-12,7,0.3,10,-2,0.9
Cc1ccc(OCCn2cnc3cc([N+](=O)[O-])ccc3c2=O)cc1,-40,20,16,-37,7,1.1,3,10,0.4
COc1ccc(NS(=O)(=O)CC(C)C)c(OC)c1,19,17,-8,15,-6,0.3,6,4,-0.5
COC(=O)c1ccc(OCC(=O)NC(C)(C)C)cc1,-14,31,12,13,3,0.5,11,5,0.5
Cc1cc(Cl)ccc1NC(=S)N1CCN(Cc2ccccc2)CC1,-11,7,25,-6,-6,-0.3,4,1,1.8
CCCNc1nc(C)cc(-c2cc(C(=O)NCc3ccccc3)on2)n1,·,-1,-3,-4,0,·,8,·,·
CC1(C)CC(=O)C2=C(C1)N(c1ccccc1C#N)C(N)=C(C#N)C2c1cccs1 (centres undefined),19,29,-5,14,-7,-0.7,7,4,-1.9
CCOC(=O)N1CCC(N2CCN(c3cc(C)ccc3C)CC2)CC1,-20,-12,25,15,39[fluorescence artefact?],1.2,9,7,1.3
Cn1c(=O)c2cc(S(=O)(=O)N3CCOCC3)ccc2n(C)c1=O,5,18,-37,-5,5,0.6,2,0,2.2
O=C1N/C(=N\N=C\c2cccnc2)SC1Cc1ccc(SC(F)F)cc1 (centres undefined),4,9,35,-42,13,0.0,9,6,-0.9
CC(=O)N/N=C/c1cc([N+](=O)[O-])ccc1OCCOc1ccccc1,-14,·,9,-17,3,-0.3,17,2,1.8
CCOc1ccccc1C(=O)NCC(=O)OCc1c(C)noc1C,-4,2,-15,19,-18[fluorescence artefact?],0.9,8,5,0.3
Cc1cc(C)nc(NS(=O)(=O)c2ccc(NC(=O)c3ccc(S(=O)(=O)N4CC(C)OC(C)C4)cc3)cc2)n1 (centres undefined),-4,23,1,18,4,1.0,12,-4,0.5
CCOC(=O)c1cc2c(ccn2C)n1CC(=O)N(Cc1ccccc1)c1ccccc1,-3,18,52,59,-18,0.3,8,7,0.6

# Structures above that bear a hit mark in CHOP inhibitor.
structure	NPY1 pot ag	CHOP inhibitor	EP2 modulator	14-3-3 Bad inh	TRPML3 ag	NPY Y1 blocker
Cc1nc(N)nc(N)c1/C=C/C(C)(C)c1ccc(Cl)cc1	-39	77*	-61	6	2.1	9

# Following part:
SMILES,NPY1 pot ag,PPC-1+TRAIL kill,CHOP inhibitor,EP2 modulator,14-3-3 Bad inh,TRPML3 ag,PGE2 EP2 inh,NPY Y1 blocker,zfTRPN1 agonist
O=C(N/N=C\c1cccnc1)c1cc(-c2ccc(Cl)s2)[nH]n1,4,-18,-12,-57,46,0.9,11,10,1.7
Cc1cccc(C(=O)O/N=C/c2c(Cl)n(C)c3ccccc23)c1,-10,-4,53,-10,3,0.8,13,10,0.3
CCNS(=O)(=O)c1ccc(Br)c(OC)c1,-20,39,2,-2,-7,0.6,5,-4,0.2
Cc1[nH]c2ccccc2c1/C=N/NC(=O)c1cccc(S(=O)(=O)Nc2ccccc2Cl)c1,-11,4,-2,-3,2,0.7,12,-2,-0.6
O=S(=O)(NCC(Nc1ccc(Cl)cc1)c1ccccc1)c1ccccc1 (centres undefined),24,16,99*,5,-5,0.0,7,-6,-1.6
COc1ccc(-c2nnc(SCC(=O)N(C)C3CCS(=O)(=O)C3)n2N)cc1OC (centres undefined),6,-1,12,39,-18,1.0,2,1,0.3
N/C(=N\S(=O)(=O)c1cc(C(F)(F)F)cc(C(F)(F)F)c1)c1cccs1,42,-7,35,34,0,1.1,9,·,-1.5
CCCCOCCCNC(=O)Cc1cccs1,12,5,-3,49,1,0.9,8,5,1.5
COc1ccc(OC)c(C2/C(=C(\O)c3ccc(OC)c(Cl)c3)C(=O)C(=O)N2CCN(C)C)c1 (centres undefined),-11,-14,7,30,-12[fluorescence artefact?],0.6,12,0,0.2
O=C(N/N=C/c1nn(-c2ccccc2)cc1-c1ccccc1)c1ccncc1,15,28,-21,-37,-9[fluorescence artefact?],0.5,10,-1,2.8
COc1ccc(Cl)cc1N(CC(=O)N/N=C/c1ccc(OC(C)C)cc1)S(=O)(=O)c1ccc(C)c([N+](=O)[O-])c1,-5,9,32,-22,-13,1.2,15,2,0.2
COc1cc(CNCCO)cc(Br)c1OCc1cccs1,-4,-8,0,-5,-9[fluorescence artefact?],0.1,2,-8,1.7
O=C(COc1ccc(-c2nnco2)cc1)N1CCN(S(=O)(=O)c2ccccc2)CC1,-6,-3,6,-4,10[fluorescence artefact?],0.9,15,-1,1.9
CC1(C)CNC(=O)c2sc(N3CCCCC3)nc2C1,11,21,62,12,-11,-0.8,10,8,0.0
Cc1cc(Cl)ccc1NC(=O)Nc1c(C)n(-c2ccccc2)c(=O)n1C,10,29,8,21,-18[fluorescence artefact?],0.4,1,8,-0.7
CN1CCS/C1=C/C=C1/SC(=S)N(Cc2ccccc2)C1=O,-8,-3,8,-9,-8,1.1,10,3,2.9
Cc1c(N=C2N=C(NC(=O)c3cccs3)c3ccccc32)c(=O)n(-c2ccccc2)n1C,2,8,21,22,-6,1.2,12,-6,0.4
OC(COc1ccccc1)CN1CCN(Cc2ccc3c(c2)OCO3)CC1 (centres undefined),2,23,12,13,0,0.7,10,5,0.4
CCCc1cc(C(=O)Nc2cccnc2)no1,-4,3,-23,10,4,0.6,9,-4,0.5
CC1CCCN(CCCNC(=O)c2cc3c(Cl)nc4ccccc4c3s2)C1 (centres undefined),-18,20,14,-30,-5,1.6,1,5,-0.2
COc1ccc(S(=O)(=O)N2CCSC2c2ccc(OC)c(OC)c2)cc1 (centres undefined),5,4,14,-20,11,0.1,5,0,2.0
CCOC(=O)CNC(=O)CSc1cc(C)nc2ccc(OC)cc12,9,6,4,-46&-17,-1,0.2,13&6,-4,1.6
CC(=O)NCCc1ccc(S(=O)(=O)N2CCOCC2)cc1,-7,11,-10,-1,3,-0.2,9,4,0.4
COc1cc(/C=C2\SC(=Nc3ccc(F)cc3)N(c3ccc(F)cc3)C2=O)ccc1OCC(=O)O,-9,-6,-4,46,-8,-0.4,6,4,0.1
FC(F)(F)COc1ccc(-n2ccnc2)nn1,-10,4,9,-13,8,0.6,2,-1,0.8
CCc1ccc(CCC(=O)Nc2nnc(C)s2)o1,-7,38,11,-26,-4,-0.3,5,2,-0.1
COC(=O)c1ccc(NC(=O)CSC2=NC(=O)C(c3ccccc3)C(=O)N2)cc1 (centres undefined),-8,18,38,7,-12,0.9,11,3,-1.6
O=C(COc1ccc([N+](=O)[O-])cc1)Nc1cc(C(=O)O)cc(C(=O)O)c1,1,16,12,38,-6,1.0,3,4,0.5
Cc1c(Cl)c(=O)oc2cc(OCC(=O)NCc3cccs3)ccc12,-13,2,35,-24,17[fluorescence artefact?],-0.2,7,2,-2.2

# Of the compounds above, these contain a cyano group:
SMILES,NPY1 pot ag,PPC-1+TRAIL kill,CHOP inhibitor,EP2 modulator,14-3-3 Bad inh,TRPML3 ag,PGE2 EP2 inh,NPY Y1 blocker,zfTRPN1 agonist
N#CCOc1nc(N2CCOCC2)nc(N2CCOCC2)n1,6,17,0,-5,-7[fluorescence artefact?],0.4,6,4,1.9
CC1(C)CC(=O)C2=C(C1)N(c1ccccc1C#N)C(N)=C(C#N)C2c1cccs1 (centres undefined),19,29,-5,14,-7,-0.7,7,4,-1.9

# Looked up above:
# Entry for COc1ccc(/C=N/NC(=O)c2ccc(N)cc2)cc1Cn1cc([N+](=O)[O-])cn1 in TRPML3 ag: -0.8
# Entry for CNC(=O)COc1ccc(Cl)c2cccnc12 in TRPML3 ag: 0.4
# Entry for CCCNc1nc(C)cc(-c2cc(C(=O)NCc3ccccc3)on2)n1 in 14-3-3 Bad inh: 0
# Entry for Cc1ccc(OCCn2cnc3cc([N+](=O)[O-])ccc3c2=O)cc1 in PPC-1+TRAIL kill: 20

# 2 entries from above, with two lines to a compound:
# Each structure is followed by: NPY1 pot ag	PPC-1+TRAIL kill	CHOP inhibitor	EP2 modulator	14-3-3 Bad inh	TRPML3 ag	PGE2 EP2 inh	NPY Y1 blocker	zfTRPN1 agonist
O=C(COc1ccc([N+](=O)[O-])cc1)Nc1cc(C(=O)O)cc(C(=O)O)c1
  1	16	12	38	-6	1.0	3	4	0.5
CN1CCS/C1=C/C=C1/SC(=S)N(Cc2ccccc2)C1=O
  -8	-3	8	-9	-8	1.1	10	3	2.9

# Compound activity as filed in PubChem BioAssay.
